Source: PubChem
core dimer inh: HCV core protein dimerization inhibition. inhibition, % at 5 µM. TR-FRET GST/Flag-core106 dimerization, 1536-well. actives 0.33% (n = 300,000). AID 1899;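 active = inhibition above the mean of all tested compounds plus 3 SD, set per screening campaign, cut at about 45% in these data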
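Material: GST/Flag-tagged HCV core106 proteins. Incubation: 4 h, 22.5 °C incubation. Read-out basis: inhibition (%) from 671 over 617 nm ratio. Measured by: TR-FRET, excitation 340 nm, emission 617 and 671 nm.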
PP1 inh: blocks human PP1-alpha phosphatase, a PP5 counter-screen. actives 0.9% (n = 320,000). inhibition, % at 6.7 µM. P62136. purified PP1alpha, OMFP fluorescence;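 active = inhibition above the mean inhibition of all tested compounds plus 3 SD, computed separately for each screening campaign, cut at about 15% in these data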
PREPL inhibitor: inhibitors of human prolyl oligopeptidase-like enzyme PREPL. inhibition, % at 5.96 µM. actives 0.68% (n = 320,000). recombinant PREPL, fluorescence polarization activity-based probe. Q4J6C6. AID 2751; in the data active = inhibition above about 43%;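 also: 0% = enzyme with DMSO and 100% = wells lacking enzyme; many of its hits are not listed in these tables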
Efflux pump mplx: blocks antifungal efflux pumps in multiplex yeast assay; S. cerevisiae Candida pump triplex, Nile Red efflux; inhibition, % at 10 µM; actives 0.44% (n = 330,000);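 active = plate passing quality check with inhibition over a set limit, or well fluorescence over plate mean plus 4 SD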;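 also: Nile Red retained in pooled yeast measured as flow cytometry median fluorescence; 0% = buffer negative control and 100% = Enniatin B positive control; higher means more Nile Red kept so more efflux inhibition; some compounds called inactive have numbers as strong as hits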
PP5 inh: blocks human protein phosphatase 5 activity; inhibition, % at 6.7 µM; AID 1987; actives 0.18% (n = 320,000); P53041; purified PP5c, OMFP substrate fluorescence;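 active = inhibition above the campaign's mean inhibition across all tested compounds plus 3 SD, cut at about 9.5% in these data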;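 also: 0% = DMSO only and 100% = 100 µM cantharidin control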
Target sequence (P53041 whole entry, looked up): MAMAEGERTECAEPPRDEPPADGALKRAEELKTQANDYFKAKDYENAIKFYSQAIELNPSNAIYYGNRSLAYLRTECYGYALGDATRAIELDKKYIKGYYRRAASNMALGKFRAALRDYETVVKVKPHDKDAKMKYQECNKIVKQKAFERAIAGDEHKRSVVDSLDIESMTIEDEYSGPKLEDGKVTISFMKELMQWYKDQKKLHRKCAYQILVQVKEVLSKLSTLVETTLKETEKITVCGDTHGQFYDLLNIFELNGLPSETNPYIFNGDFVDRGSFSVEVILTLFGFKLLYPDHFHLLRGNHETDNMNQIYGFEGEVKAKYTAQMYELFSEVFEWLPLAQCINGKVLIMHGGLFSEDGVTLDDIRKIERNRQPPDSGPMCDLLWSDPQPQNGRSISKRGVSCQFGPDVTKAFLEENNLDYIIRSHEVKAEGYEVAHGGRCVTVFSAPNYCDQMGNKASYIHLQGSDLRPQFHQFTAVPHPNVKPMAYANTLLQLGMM
CTSL1 counter: counter-screen for PFM18AAP inhibitors: inhibitors of F. hepatica cathepsin L1. recombinant F. hepatica cathepsin L1, Z-Leu-Arg-MCA fluorescence. inhibition, % at 5.96 µM. actives 0.49% (n = 300,000);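 active = inhibition above the mean of all tested compounds plus 3 SD, set per screening campaign, cut at about 17% in these data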;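 also: 0% = plate median of test compound wells and 100% = 1 µM Z-Phe-Ala-diazomethylketone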
ZTA counter: blocks Epstein-Barr virus ZTA, an EBNA-1 counter-screen | ZTA-DNA binding, fluorescence polarization | inhibition, % at 11 µM | actives 0.15% (n = 320,000); in the data active = inhibition above about 33%
Target sequence (P03206 whole entry, looked up): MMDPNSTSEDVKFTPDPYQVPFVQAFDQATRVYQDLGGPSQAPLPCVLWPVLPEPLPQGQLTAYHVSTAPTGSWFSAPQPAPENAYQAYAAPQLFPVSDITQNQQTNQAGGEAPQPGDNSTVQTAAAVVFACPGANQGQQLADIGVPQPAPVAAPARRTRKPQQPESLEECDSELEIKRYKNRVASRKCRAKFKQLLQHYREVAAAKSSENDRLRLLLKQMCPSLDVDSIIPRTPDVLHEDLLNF
EBNA-1 inh: blocks EBNA-1 binding to DNA. AID 1950. EBNA-1 DNA binding, fluorescence polarization. actives 0.34% (n = 300,000). inhibition, % at 14.8 µM; in the data active = inhibition above about 28%
TPT1 inh: inhibitors of Candida albicans tRNA 2'-phosphotransferase TPT1 | recombinant caTPT1, FP RNA substrate dephosphorylation | inhibition, % at 5 µM | actives 0.81% (n = 300,000) | AID 1962;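 active = inhibition above the mean of all tested compounds plus 3 SD, set per screening campaign, cut at about 24% in these data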;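 also: plate controls were DMSO alone for no effect and ferristatin control at 100 nM for full effect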
Active calls of the source: *; . = not tested or not shown. The list is partial. The share of hits here may be higher or lower than overall.

| canonical_smiles | core dimer inh | PP1 inh | PREPL inhibitor | Efflux pump mplx | PP5 inh | CTSL1 counter | ZTA counter | EBNA-1 inh | TPT1 inh |
| --- | --- | --- | --- | --- | --- | --- | --- | --- | --- |
| CC(Oc1ccccc1)C(=O)Nc1nnc(S(=O)(=O)N2CCCCCC2)s1 (centres undefined) | 22 | 2 | 6 | -0.1 | 1.1 | -2 | 9 | 1 | -4 |
| COc1ccc(OC)c(S(=O)(=O)N2CCC(C(=O)NC3CC3)CC2)c1 | -5 | -1 | 5 | 0.3 | -5.2 | -2 | -6 | -11 | 0 |
| COc1ccc(NC(=O)CN2CCN(c3ccc(F)cc3)CC2)cc1Cl | 6 | -1 | 0 | -0.1 | 3.4 | 1 | 2 | 3 | 3 |
| Cc1ccccc1CSCC(=O)c1c(N)n(CC(C)C)c(=O)n(C)c1=O | 12 | -2 | -8 | 0.0 | 2.0 | 0 | -5 | -6 | -1 |
| C[C@]12C[C@H](O)[C@H]3[C@@H](CCC4=CC(=O)CC[C@@]43C)[C@@H]1CC[C@@H]2C(=O)CO | 1 | 4 | 6 | 0.0 | 1.4 | 3 | 5 | 3 | 1 |
| CCc1ccc(N2C(=O)CC(N3CCC(C(=O)OC)CC3)C2=O)cc1 (centres undefined) | 9 | 4 | 14 | 0.2 | 2.8 | -5 | 3 | -11 | 1 |
| CCOC(=O)c1nn(-c2ccc(C)cc2)c(C)c1C(C)=O | -3 | 0 | 6 | 0.3 | 3.2 | 0 | -5 | -9 | 0 |
| CCN(c1ccccc1)S(=O)(=O)c1ccc(N)cc1 | -4 | -1 | -5 | -0.1 | 0.6 | -23 | 16 | 0 | -3 |
| O=C(CN1CC(c2ccccc2)CC1=O)OCc1cccc(Br)c1 (centres undefined) | 0 | -1 | -24 | 0.3 | -1.5 | 2 | -2 | 6 | 0 |
| CCN(CC)C(=O)c1nc[nH]c1C(=O)N1CCN(c2ccccc2)CC1 | . | -1 | 8 | -0.2 | -1.4 | . | 11 | . | . |
| COc1ccc(OC)c(Nc2nc(NCCO)c3ccccc3n2)c1 | -13 | -1 | 28 | 0.0 | 4.3 | -4 | -3 | -5 | -3 |
| CC(=O)C1C(c2ccccc2)c2c(n[nH]c2C)CC1(C)O (centres undefined) | 2 | -3 | 21 | 0.7 | -0.9 | -6 | 1 | -19 | 0 |
| O=C(c1ccc(F)cc1)N1CCC(C(=O)N2CCN(Cc3ccc4c(c3)OCO4)CC2)CC1 | -1 | -2 | 10 | 0.3 | 4.7 | -1 | 0 | -2 | 2 |
| CCO[C@@H]1OC(C(=O)NCc2ccccc2)=C[C@H](c2coc3ccccc3c2=O)[C@H]1CCCO | -3 | 1 | 3 | -0.1 | 4.1 | -9 | -27 | 6 | -1 |
| COc1ccc(OC)c(S(=O)(=O)NCC(c2ccco2)N2CCc3ccccc32)c1 (centres undefined) | 2 | 0 | -10 | 0.1 | 0.9 | 1 | 8 | -8 | 3 |
| CC1CN(C(=O)c2ccccc2)c2ccccc2NC1=O (centres undefined) | -3 | -3 | 0 | 0.1 | 0.3 | 1 | -10 | -13 | -2 |
| N=c1c2c(n(Cc3ccc(F)cc3)c3c1CCC3)CCC2 | -2 | 2 | 21 | 0.1 | 1.0 | 0 | 2 | 14 | -4 |
| Cc1c(CC(=O)O)c(=O)oc2c(C)c(OCc3ccccc3Br)ccc12 | 13 | -5 | 5 | 0.1 | -2.6 | 1 | 2 | 6 | -2 |
| CCCc1cc(=O)[nH]c(SCC(=O)Nc2cc(C)on2)n1 | -7 | -2 | 1 | 0.0 | 1.1 | -3 | 6 | 10 | -1 |
| Cc1cc(Br)cc(Cl)c1OC(=O)c1ccncc1 | 1 | 6 | 13 | 0.7 | 4.1 | -2 | -4 | -19 | 2 |

(continued)
structure,core dimer inh,PP1 inh,PREPL inhibitor,Efflux pump mplx,PP5 inh,CTSL1 counter,ZTA counter,EBNA-1 inh,TPT1 inh
Cc1cc(=O)n(C)c(=O)n1CCCCCOc1cccc([N+](=O)[O-])c1,4,3,6,0.1,0.4,-3,9,-8,-3
COc1ccc(-n2cc(-c3ccccc3)c3c(=S)nc[nH]c32)cc1,24,0,13,-0.1,0.8,4,16,6,-1
COc1ccc(OC)c(-c2nnc(-c3ccc(C)o3)o2)c1,5,3,6,0.0,-0.4,-1,-1,-6,8
CCOC(=O)c1nnsc1N,-2,-5,5,0.0,0.0,1,-5,4,-4
COc1ccccc1OCC#CCNC1CCCCC1C (centres undefined),-7,3,7,-0.1,1.7,0,1,-3,-1
Clc1ccc2c(NCc3ccccn3)ccnc2c1,-12,4,8,-0.1,2.5,1,-10,-4,-4
C/C(CC(C)C)=N/Nc1ccc([N+](=O)[O-])cc1[N+](=O)[O-],4,-1,8,0.0,3.4,1,-7,-4,-2
Cc1ccc(-n2nc3c(c2NC(=O)c2ccc4c(c2)OCO4)CS(=O)C3)c(C)c1 (centres undefined),-2,-3,-4,0.2,-2.4,3,12,-10,-1
Cc1cc(C)c(C#N)c(SCc2ccccc2F)n1,-6,-2,2,0.0,1.5,1,9,4,2
Cc1csc2nc3cc(C(N)=O)ccc3c(=O)n12,-1,0,6,-0.1,0.9,2,-32,3,-1
O=C(c1cc(COc2ccc(F)cc2F)on1)N1C[C@H]2CC[C@H]1C2,-7,1,15,0.5,2.3,2,0,-2,-2
COc1ccccc1NC(=O)N1CCOCC1,0,-5,-9,-0.1,4.0,-2,-1,0,-1
Cc1ccc2sc(NC(=O)CN3C(=O)c4ccccc4C3=O)nc2c1C,19,0,-6,0.0,0.8,-3,8,4,-3
O=C(Nc1ccc2nn(-c3ccccc3)nc2c1)c1ccc2c(c1)OCCO2,1,3,-13,-0.1,-0.3,2,24,14,2
CN(NS(C)(=O)=O)c1c(C#N)c(C(F)(F)F)nn1C,-3,0,0,0.0,-0.9,-1,-15,7,-1
COc1ccc(OCC(O)Cn2c(N)nc3c2c(=O)[nH]c(=O)n3C)cc1 (centres undefined),1,3,3,0.1,-0.3,0,1,-7,-1
CC(=O)c1ccc(N2CCN(S(=O)(=O)c3ccc(-c4cc(C)no4)s3)CC2)cc1,-7,6,-17,0.1,1.0,-4,10,-5,0
CCCOc1ccccc1/C=N/Nc1ccnc(=O)[nH]1,-5,1,1,-0.1,3.9,-1,-14,2,-3
Oc1ccccc1-c1nc(NCC2CCCO2)c2ccccc2n1 (centres undefined),8,0,11,0.1,5.8,4,0,1,2
CC(C)C(NC(=O)c1ccccc1)C(=O)NCc1ccccn1 (centres undefined),-2,-4,7,0.4,1.1,0,-9,-11,3
O=C(CCC(=O)Nc1ccccc1)NNS(=O)(=O)c1ccccc1[N+](=O)[O-],-2,-9,13,0.1,1.9,6,-10,-3,-9
COc1ccc(-c2cc(-c3ccccc3)nc(N3CCCC3)n2)cc1OC,12,-1,4,0.1,0.1,3,25,-2,-4
FC(F)(F)c1ccc(C2[C@H]3CN(Cc4cccnc4)[C@H](c4ccccc4)C34CC2(c2ccccc2)C4)cc1 (some centres undefined),18,16*,-6,0.3,3.2,-5,-5,-7,0
CCn1c(=S)sc2c(=O)n(CC(=O)NCCCc3ccccc3)c(C)nc21,-6,-2,0,0.0,1.7,1,1,-4,-2
COc1ccc(NC(=O)CCCn2c(=O)c3sccc3n(Cc3ccc(C)cc3)c2=O)cc1,-1,0,11,0.2,1.6,-1,3,-17,0
O=C(c1c(F)cccc1Cl)N1CCN(c2ccccn2)CC1,1,4,-8,0.1,1.9,0,-6,-5,0
CC1=C(C(=O)OCC2CCCO2)C(c2coc3ccccc3c2=O)C2=C(CC(C)(C)CC2=O)N1 (centres undefined),2,-1,15,-0.1,-3.0,2,-10,-1,-2
CCCCCCSc1ccc([C@H]2N[C@@](CC(C)C)(C(=O)OC)[C@H]3C(=O)N(CC)C(=O)[C@@H]23)cc1,4,-2,7,-0.1,-1.1,3,7,-5,-7
CC1(c2ccc([N+](=O)[O-])cc2)NC(=O)NC1=O (centres undefined),-6,-3,18,-0.1,-0.9,-1,-8,-16,-1
CN(CC(=O)Nc1ccc(Cl)cc1)C(=O)c1sccc1-c1ccccc1,.,-2,9,-0.2,3.8,.,-15,.,.

A different layout for three compounds above:
CC1=C(C(=O)OCC2CCCO2)C(c2coc3ccccc3c2=O)C2=C(CC(C)(C)CC2=O)N1 (centres undefined)
  core dimer inh: 2
  PP1 inh: -1
  PREPL inhibitor: 15
  Efflux pump mplx: -0.1
  PP5 inh: -3.0
  CTSL1 counter: 2
  ZTA counter: -10
  EBNA-1 inh: -1
  TPT1 inh: -2
O=C(CN1CC(c2ccccc2)CC1=O)OCc1cccc(Br)c1 (centres undefined)
  core dimer inh: 0
  PP1 inh: -1
  PREPL inhibitor: -24
  Efflux pump mplx: 0.3
  PP5 inh: -1.5
  CTSL1 counter: 2
  ZTA counter: -2
  EBNA-1 inh: 6
  TPT1 inh: 0
COc1ccc(-c2cc(-c3ccccc3)nc(N3CCCC3)n2)cc1OC
  core dimer inh: 12
  PP1 inh: -1
  PREPL inhibitor: 4
  Efflux pump mplx: 0.1
  PP5 inh: 0.1
  CTSL1 counter: 3
  ZTA counter: 25
  EBNA-1 inh: -2
  TPT1 inh: -4

Grouped by structure, the compounds so far containing an aryl thioether with sulfur outside any ring (3)
structure,core dimer inh,PP1 inh,PREPL inhibitor,Efflux pump mplx,PP5 inh,CTSL1 counter,ZTA counter,EBNA-1 inh,TPT1 inh
CCCc1cc(=O)[nH]c(SCC(=O)Nc2cc(C)on2)n1,-7,-2,1,0.0,1.1,-3,6,10,-1
Cc1cc(C)c(C#N)c(SCc2ccccc2F)n1,-6,-2,2,0.0,1.5,1,9,4,2
CCCCCCSc1ccc([C@H]2N[C@@](CC(C)C)(C(=O)OC)[C@H]3C(=O)N(CC)C(=O)[C@@H]23)cc1,4,-2,7,-0.1,-1.1,3,7,-5,-7

Other structures.
structure,core dimer inh,PP1 inh,PREPL inhibitor,Efflux pump mplx,PP5 inh,CTSL1 counter,ZTA counter,EBNA-1 inh,TPT1 inh
CCn1c(=O)c(C(=O)NNC(=O)c2ccccc2)c(O)c2ccccc21,-2,1,12,-0.1,-1.4,1,-9,-8,-6
CCOc1c(C)cnc2c1c(=O)n(Cc1c(F)cccc1Cl)c(=O)n2C,5,-2,2,-0.1,-0.8,0,21,10,4
CCOC(=O)/C=C/C(=O)OCc1csc(CC(=O)Nc2ccccc2C)n1,-13,-2,-1,0.0,2.3,7,-11,-8,4
O=C(CCCOc1ccccc1)N1CCN(S(=O)(=O)c2ccccc2)CC1,.,-5,18,0.0,0.8,.,-3,.,.
Cc1ccc(S(=O)(=O)N2CCC(C(=O)N3CCC[C@H]3C(=O)NCc3ccco3)CC2)cc1,-5,-2,-5,0.1,0.2,0,2,-5,1
